Bioassay records as filed in PubChem.
PGC1a acetyl inh = PGC1a acetylation modulation, inhibitor mode | 350,000 compounds, 0.17% hits | U2OS PGC1a acetylation, AlphaScreen anti-acetyl-lysine; with virally co-expressed GCN5 acetyltransferase | inhibition, % at 15.6 µM;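 active means every replicate shows inhibition of at least 40%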;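 further: 0% = neutral control wells and 100% = positive control wells; some results beyond the cut were filed as inactive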
PAX8 reporter = inhibitors of PAX8 transcriptional activity in RMG-I cells; RMG-I TPO-luciferase reporter, SteadyGlo, 24 h; inhibition, % at 12.6 µM; 360,000 compounds, 1.2% hits; AID 652154;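 active means mean replicate inhibition at least 60% with every replicate also reaching 60%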;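 further: luciferase light reporting Pax8 driven TPO promoter activity; plate controls were median of neutral control wells for no effect and mitoxantrone controls for full effect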
Cneo AK release = Cryptococcus neoformans lysis via adenylate kinase release. C. neoformans lysis, adenylate kinase release luminescence, 4 h; normalised: neutral wells 0, clomiphene wells 100. 360,000 compounds, 0.2% hits. AID 651654. lysis activity, % at 15 µM;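 active means mean lysis activity across replicates of at least 80%, whatever share of replicates individually reach that level; inactive means mean lysis activity below 80%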
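Assay system: C. neoformans cells. Amount: yeast cell density of 5 × 10^6 cells/mL. Technique: AK luminescence. Buffer or medium: YPD. Times: static 4 h at 37 °C with compound, 1 h detection. Dosing: single-point compound dose. Read-out: lysis from increased AK signal.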
LGR2 inh = Drosophila LGR2 receptor signaling inhibition; inhibition, % at 9.99 µM; HEK293 LGR2, CRE-luciferase, bursicon-stimulated, 4 h; AID 720647; 380,000 compounds, 0.35% hits;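 active means drop in luminescence signal, shown as inhibition above about 50% in the replicate tests, limit read from the data, passing the limit was not always enough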;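 further: agonist challenge used bursicon conditioned medium at about half maximal strength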
miR122 inh = blocks miR-122 activity in Huh7 sensor cells. Huh7 miR-122 Renilla luciferase sensor, 48 h; neutral wells = 0, positive control = 100. activation (reporter increase), % at 12.5 µM. 340,000 compounds, 0.3% hits. AID 602342;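 active means mean replicate activation score at least 90 and every replicate individually at or above 90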;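 further: higher luciferase means less miR-122 activity so hits act as miR-122 inhibitors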
FN deposit inh = fibronectin deposition inhibition. inhibition, % at 12.6 µM. AH1F fibroblasts, Alexa488-fibronectin deposition fluorescence, overnight. 350,000 compounds, 0.086% hits;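 active means mean inhibition across replicates of 30% or more, regardless of how many single replicates reach that level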;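 further: positive control wells lacked labelled fibronectin entirely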
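Material: AH1F fibroblasts assembling fluorescent fibronectin matrix; amount: 10000 AH1F cells/well; medium: DMEM, 2% serum; reagent: Alexa488-fibronectin, 24 nM final in well; dosing: single compound dose, delivered by pin transfer; incubation: 1 h adhesion, overnight exposure; detection: fluorescence after three HBSS washes, excitation 485 nm, emission 525 nm; measure: fibronectin deposition inhibition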
An asterisk follows results filed as active; x = no result given.

| Molecule | FN deposit inh | PAX8 reporter | Cneo AK release | PGC1a acetyl inh | miR122 inh | LGR2 inh |
| --- | --- | --- | --- | --- | --- | --- |
| CN1C(=O)C(C2(C#N)CCCCC2)C(=O)N(C)C1=O | x | x | 0.7 | 2.7 | -4.3 | x |
| O=C(c1ccco1)c1cn(Cc2ccc(Cl)cc2)c2ccccc12 | x | x | -5.5 | -4.7 | -0.3 | x |
| O=c1[nH]c(=O)n(-c2ccc(F)cc2)c(O)c1C=Nc1ccccc1N1CCCC1 | x | x | 1.4 | -5.8 | -3.1 | x |
| CC1(C)CC(=O)C(C2(O)C(=O)NC(=O)NC2=O)=C(O)C1 | x | x | -3.5 | -0.5 | -9.9 | x |
| CCC(=O)c1c(O)n(C2CCCCCC2)c(=O)[nH]c1=O | x | x | 2.8 | 3.5 | -2.2 | x |
| CC1(C)CC[C@]2(C)CC[C@]3(C)C4C[C@@H]5OO[C@@]6(O5)C(CCCC6(C)C)[C@]4(C)CC[C@@]3(C)C2C1 (stereo partly specified) | x | x | 3.8 | 2.4 | 2.0 | x |
| COC(=O)C1=C(c2ccc3ccccc3c2)C[C@@H]2CC[C@H]1N2C(=O)N1CCC(O)CC1 | x | x | -1.4 | 1.4 | -4.7 | x |
| CC#CP(=O)(OCC)C(O)(c1ccccc1)C(F)(F)F (stereo unspecified) | x | x | -1.4 | 3.0 | -9.1 | x |
| COc1ccc(OC)c(CN2CCN(C(=O)COc3cccc(C)c3)CC2)c1 | x | x | -0.6 | 1.0 | -1.4 | x |
| Cc1ccc(C2SCC(=O)Nc3c2c(=O)[nH]n3C2CCOC(C)(C)C2)cc1 (stereo unspecified) | x | x | 3.7 | -6.4 | 11.4 | x |
| CCCN1CC(C)C(OC(C)=O)(c2ccccc2)CC1C (stereo unspecified) | x | x | -2.2 | -6.4 | 1.4 | x |
| CC1CN(c2ccc([N+](=O)[O-])c3cccnc23)CC(C)N1 (stereo unspecified) | x | x | -0.8 | -32.0 | 6.1 | x |
| COC(=O)C1C2c3ccccc3OC1(C)N=c1s/c(=C/c3cnn(C)c3)c(=O)n12 (stereo unspecified) | x | x | 1.9 | -6.7 | 7.1 | x |
| CN1C(=O)C(=Cc2ccc(N3CCCCCC3)o2)C(=O)N(C)C1=S | x | x | 6.9 | 4.4 | -5.7 | x |
| CC1=CC(=O)OC2CC3OC4C[C@@H](C)C5OC6CC7O[C@]8(C)C/C=C\C9OC%10CC%11OC(CC(C)C%12OCCO%12)CC(O)[C@]%11(C)OC%10CC9OC8C[C@]7(C)O[C@]6(C)CCC5OC4C[C@]3(C)OC12 (stereo partly specified) | x | x | -2.8 | -4.4 | -4.3 | x |
| OCCN(CC#CC(O)(c1ccccc1)C1CCCC1)CCO (stereo unspecified) | x | x | -21.2 | 5.4 | -6.0 | x |
| CCCCn1c(O)c(C(CC)=Nc2cccc(C(=O)O)c2)c(=O)[nH]c1=O | x | x | 5.4 | 2.2 | -1.5 | x |
| O=c1[nH]c(=O)n(-c2cccc(Cl)c2)c(O)c1C=NCCCN1CCOCC1 | x | x | 3.0 | -1.1 | -0.5 | x |
| Nc1c2c(nc3sc4c(c13)CCCC4)CCCCC2 | x | x | 0.4 | -4.1 | 0.6 | x |
| CC[C@H](C)/C=C(C)/C=C/C1=CC2=C(Cl)C(=O)[C@](C)(OC(C)=O)C(=O)C2=CO1 | x | x | -0.3 | -12.0 | -1.3 | x |
| CN(C)c1ccc(N=Cc2c(O)n(CCC3=CCCCC3)c(=O)[nH]c2=O)cc1 | x | x | -1.0 | -2.3 | -10.9 | x |
| CN1CC(C(=O)c2ccccc2)C(C(=O)c2ccccc2)C1 (stereo unspecified) | x | x | -1.8 | 6.9 | 7.6 | x |
| O=C(Nc1ccc(F)cc1F)c1cccnc1Oc1cccc(C(F)(F)F)c1 | x | x | 2.6 | 6.1 | -2.8 | x |
| Cc1ccccc1C(O)(Cc1ccccc1)C1CN2CCC1CC2 (stereo unspecified) | x | x | 0.6 | -11.9 | 1.1 | x |
| COC(=O)C1=C(c2ccc(F)cc2F)C[C@@H]2CC[C@H]1N2C(=O)NC1CC1 | x | x | -1.3 | -13.8 | -3.6 | x |
| O=c1[nH]c(O)c(C=NC2CCN(Cc3ccccc3)CC2)c(=O)[nH]1 | x | x | 1.3 | 1.3 | 2.0 | x |
| CCCS(=O)(=O)N1CCC(C(=O)N2CCC3(CC2)OCCO3)CC1 | x | x | -0.7 | 3.3 | -9.9 | x |
| O=[N+]([O-])c1c2ccccc2cc2ccccc12 | x | x | -2.0 | -3.0 | 1.8 | x |
| CCCCn1c(=O)c(C(=O)Nc2ccccc2C)c(O)c2ccccc21 | x | x | 1.4 | 9.7 | -0.6 | x |
| Cc1ccc(-n2c(O)c(C=NC3CCCC3)c(=O)[nH]c2=O)c(C)c1 | x | x | 4.8 | -9.0 | 0.9 | x |

| Molecule | FN deposit inh | PAX8 reporter | Cneo AK release | PGC1a acetyl inh | miR122 inh | LGR2 inh |
| --- | --- | --- | --- | --- | --- | --- |
| CCCCCn1c(NC(=O)c2ccco2)c(C(=O)OCC)c2nc3ccccc3nc21 | x | x | 0.7 | -7.5 | -2.5 | x |
| Cc1ccc(C(=O)Nc2ccc(-n3ccnc3P(=O)(O)c3ccccc3)cc2)cc1 | x | x | 1.5 | 11.3 | -7.4 | x |
| COC(=O)C1=C(c2ccc(Cl)c(C(F)(F)F)c2)C[C@@H]2CC[C@H]1N2C(=O)NCCOc1ccc(OC)cc1 | x | x | 0.0 | -11.6 | 9.6 | x |
| O=C(Nc1cccc(OC(=O)N2CCOCC2)c1)N1CCOCC1 | x | -5.3 | 0.5 | x | -7.4 | x |
| COc1cccc(-c2nc(CS(=O)CC(=O)N3CCC4(CC3)OCCO4)c(C)o2)c1 (stereo unspecified) | x | 22.1 | 1.3 | x | -2.0 | x |
| CCC(=NCCCN1CCOCC1)c1c(O)n(Cc2ccccc2)c(=O)[nH]c1=O | x | 21.7 | -1.8 | x | 0.4 | x |
| Cc1cc(NC(=O)COC(=O)c2c(C)nn(Cc3ccccc3Cl)c2C)no1 | x | x | x | -1.8 | 4.2 | -1.8 |
| CCOC(=O)C1=C(C)OC(N)=C(C#N)C12C(=O)N(C)c1ccccc12 (stereo unspecified) | x | x | x | -13.6 | -10.6 | -4.5 |
| O=C1NC(=O)N(CCNc2ncc(C(F)(F)F)cc2Cl)C(=O)C1/C=N/OCc1c(F)cccc1Cl (stereo unspecified) | x | x | x | -3.0 | -4.3 | 6.1 |
| CCOC(=O)C1=C(C)N(C)C2(C)CC1c1ccccc1O2 (stereo unspecified) | x | x | x | -7.8 | 0.0 | -2.0 |
| CCNc1nc2[nH]c(=O)c3c(c2s1)OC(N)=C(C#N)C3c1cccs1 (stereo unspecified) | x | x | x | 19.0 | -8.0 | 6.9 |
| CC(=NCCN1CCCCC1)c1c(O)[nH]c(=O)[nH]c1=O | -7.5 | x | -2.3 | x | -3.8 | x |
| Nc1c(C(=O)OCc2ccccc2)c2nc3ccccc3nc2n1Cc1cccs1 | 10.9 | x | -1.7 | x | 68.6 | x |
| CN1C(=O)C(C2c3ccccc3C(=O)N2Cc2ccc([N+](=O)[O-])cc2)C(=O)N(C)C1=O (stereo unspecified) | 2.8 | x | 0.5 | x | -4.9 | x |
| CCCCCCOc1ccc(CN2CCN(CC)CC2)cc1 | 3.1 | x | -12.7 | x | -13.6 | x |
| COCCCNC(=O)c1c(NC(=O)c2ccccc2Cl)n(Cc2ccccc2)c2nc3ccccc3nc12 | 4.4 | x | 1.0 | x | 12.5 | x |
| CC1=C(C(=O)N2CCC3(CC2)OCCO3)C2(CCC(C)CC2)OC1=O (stereo unspecified) | -6.1 | x | -0.1 | x | -8.8 | x |
| O=P(N1CCCCC1)(N1CCCCC1)C(Cl)(Cl)Cl | -9.8 | x | 7.5 | x | -16.1 | x |

Entries listed so far that have a furan ring, fused or not:
| Molecule | FN deposit inh | PAX8 reporter | Cneo AK release | PGC1a acetyl inh | miR122 inh | LGR2 inh |
| --- | --- | --- | --- | --- | --- | --- |
| O=C(c1ccco1)c1cn(Cc2ccc(Cl)cc2)c2ccccc12 | x | x | -5.5 | -4.7 | -0.3 | x |
| CN1C(=O)C(=Cc2ccc(N3CCCCCC3)o2)C(=O)N(C)C1=S | x | x | 6.9 | 4.4 | -5.7 | x |
| CCCCCn1c(NC(=O)c2ccco2)c(C(=O)OCC)c2nc3ccccc3nc21 | x | x | 0.7 | -7.5 | -2.5 | x |

Arranged by number of heavy atoms (highest first): some entries from above
| Molecule | FN deposit inh | PAX8 reporter | Cneo AK release | PGC1a acetyl inh | miR122 inh | LGR2 inh |
| --- | --- | --- | --- | --- | --- | --- |
| COCCCNC(=O)c1c(NC(=O)c2ccccc2Cl)n(Cc2ccccc2)c2nc3ccccc3nc12 | 4.4 | x | 1.0 | x | 12.5 | x |
| COC(=O)C1=C(c2ccc(Cl)c(C(F)(F)F)c2)C[C@@H]2CC[C@H]1N2C(=O)NCCOc1ccc(OC)cc1 | x | x | 0.0 | -11.6 | 9.6 | x |
| O=C1NC(=O)N(CCNc2ncc(C(F)(F)F)cc2Cl)C(=O)C1/C=N/OCc1c(F)cccc1Cl (stereo unspecified) | x | x | x | -3.0 | -4.3 | 6.1 |
| CCCCCn1c(NC(=O)c2ccco2)c(C(=O)OCC)c2nc3ccccc3nc21 | x | x | 0.7 | -7.5 | -2.5 | x |
| COc1cccc(-c2nc(CS(=O)CC(=O)N3CCC4(CC3)OCCO4)c(C)o2)c1 (stereo unspecified) | x | 22.1 | 1.3 | x | -2.0 | x |
| CCC(=NCCCN1CCOCC1)c1c(O)n(Cc2ccccc2)c(=O)[nH]c1=O | x | 21.7 | -1.8 | x | 0.4 | x |
| Cc1cc(NC(=O)COC(=O)c2c(C)nn(Cc3ccccc3Cl)c2C)no1 | x | x | x | -1.8 | 4.2 | -1.8 |
| CCCCn1c(=O)c(C(=O)Nc2ccccc2C)c(O)c2ccccc21 | x | x | 1.4 | 9.7 | -0.6 | x |
| CCNc1nc2[nH]c(=O)c3c(c2s1)OC(N)=C(C#N)C3c1cccs1 (stereo unspecified) | x | x | x | 19.0 | -8.0 | 6.9 |
| Cc1ccc(-n2c(O)c(C=NC3CCCC3)c(=O)[nH]c2=O)c(C)c1 | x | x | 4.8 | -9.0 | 0.9 | x |
| CCCCCCOc1ccc(CN2CCN(CC)CC2)cc1 | 3.1 | x | -12.7 | x | -13.6 | x |
| CCOC(=O)C1=C(C)N(C)C2(C)CC1c1ccccc1O2 (stereo unspecified) | x | x | x | -7.8 | 0.0 | -2.0 |
| CC(=NCCN1CCCCC1)c1c(O)[nH]c(=O)[nH]c1=O | -7.5 | x | -2.3 | x | -3.8 | x |
| O=P(N1CCCCC1)(N1CCCCC1)C(Cl)(Cl)Cl | -9.8 | x | 7.5 | x | -16.1 | x |

This is a subset; count on the stated rates, not on these rows.
